Screening results: PubChem BioAssay, several laboratories
eLon inh – E. coli protease La inhibition; P0A9M0; purified E. coli Lon protease, fluorescence polarization; inhibition, % at 7.94 µM; hit rate 0.42% among 360,000; in the data active = inhibition above about 13%, passing the limit was not always enough;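 also: 0% = enzyme with probe and DMSO and 100% = no enzyme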
MLLE-PAM2 inh – blocks PAM2 peptide binding to the PABP1 MLLE domain | P11940 | GST-MLLE / FITC-PAM2 fluorescence polarization | inhibition, % at 20 µM | hit rate 0.36% among 360,000 | AID 588489; in the data active = inhibition above about 35%, passing the limit was not always enough;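 also: plate controls were DMSO wells with GST-MLLE for no effect and wells lacking GST-MLLE protein for full effect; some results filed as inactive read as strong as hits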
MT1-MMP act inh – blocks activation of human MT1-MMP | HT1080 RFP-PRO-GFP cells, GFP/RFP ratio fluorescence, overnight; percent of plate control window, DMSO zero | hit rate 0.061% among 360,000 | GFP/RFP ratio change, % at 20 µM;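 active = GFP/RFP ratio change of at least 30% with cell ATP level not reduced by more than half and red fluorescence within 50% of control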; also: strong numbers were not always called active
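Material: RFP-PRO-GFP reporter HT1080 cells. Dosing: single-point 20 µM compound, 1% DMSO. Controls: DMSO and RFP-L50D-GFP cell wells. Timing: cells overnight before dosing, compound overnight, 37 °C, 5% CO2. Measure: GFP/RFP fluorescence ratio.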
bovine MsrA act – bovine methionine sulfoxide reductase A activation | activation, % at 10.6 µM | purified bovine MsrA, absorbance read-out | AID 602163 | hit rate 0.3% among 360,000; in the data active = activation above about 7.5%;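 also: 0% = vehicle and 100% = reference activator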
FAS TE block – FAS thioesterase (human) inhibition | P49327 | recombinant FAS-TE, OMFH fluorogenic substrate, fluorescence endpoint | inhibition, % at 15 µM | hit rate 0.67% among 360,000;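 active = compounds whose normalised, plate-corrected inhibition of enzyme fluorescence in the single-dose primary screen is 50% or more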;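 also: 0% = DMSO with enzyme and 100% = substrate without enzyme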
Rin1-Abl PPI inh – blocks binding of human Rin1 to Abl | P00519+Q13671 | TR-FRET Rin1/Abl binding, biochemical | inhibition, % at 7.35 µM | hit rate 0.4% among 360,000 | AID 588664; in the data active = inhibition above about 5%, passing the limit was not always enough
CSN deneddyl inh – blocks human CSN-mediated cullin deneddylation. inhibition, % at 12.5 µM. AID 651999. Q92905. Purified CSN, SCF-Nedd8-OG deneddylation, fluorescence polarization. hit rate 0.38% among 360,000;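 active = pattern-corrected inhibition above about 35%, with an unprinted fluorescence ratio check between 0.5 and 1.5, limit read from the data, passing the limit was not always enough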;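 also: 0% = enzyme with substrate and 100% = substrate without enzyme; some results filed as inactive read as strong as hits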
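Test system: Human Csn5 produced in HEK293T cells | Compound: 12.5 µM single point | Times: 90 min, room temperature | Signal: Fluorescence polarization readout | Read-out basis: % inhibition of substrate cleavage by Csn5 | Controls: no-enzyme wells high, enzyme-with-substrate wells low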
Rpn11 inh – blocks the human proteasome subunit Rpn11; O00487; human 26S proteasome, Ub4-pepOG fluorescence polarization; 20S core pre-blocked with epoxomicin; calls only at 20 µM; hit rate 0.59% among 360,000; AID 588493;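 active = inhibition at 20 µM, scaled to each plate's controls, above about 33%, limit read from the data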
MsrA inhibitor – inhibitors of bovine MsrA; purified bovine MsrA, absorbance read-out; inhibition, % at 15.5 µM; hit rate 0.75% among 360,000; in the data active = inhibition above about 4.5%;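 also: 0% = vehicle wells with enzyme and 100% = reference inhibitor wells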
* hit, by the source's call; i = inactive; nt = not tested or not shown.

Second line of a record – Rpn11 inh, CSN deneddyl inh, MsrA inhibitor, Rin1-Abl PPI inh, FAS TE block, MT1-MMP act inh, bovine MsrA act, eLon inh, MLLE-PAM2 inh
COc1ccccc1OCCC(=O)OCC(=O)NC(=O)NC(C)(C)C
 : i, 2, 0.0, 2, -3, 0, 0, 2, 5
O=C(NC1CCCC1)c1cc2nc(-c3ccco3)cc(C(F)(F)F)n2n1
 : i, 2, 2.0, -1, -3, 1, -2, -2, -23
COc1ccc(CC(=O)NCCN2CCCC2)cc1
 : i, -6, 0.8, 1, -5, 3, 1, 6, -18
O=C(O)c1ccc(F)c(S(=O)(=O)Nc2ccccc2)c1
 : i, 4, -0.5, 3, -6, -2, 0, -5, 5
CCOC(=O)c1ccc(CSc2nncn2N)o1
 : i, 1, 0.2, 5, -3, -2, -10, 2, 6
Cc1ccc(-c2nc(-c3nccc4ccccc34)oc2-c2ccccc2)cc1
 : i, -1, -0.6, 0, 15, -3, 0, -7, 7
Brc1ccc(-c2csc(Nc3nc(-c4ccc(Br)cc4)cs3)n2)cc1
 : i, 5, 0.5, 1, 22, 2, -5, -8, 27
CC(C)(C)NC(=O)C(c1ccc(F)cc1)N(Cc1cccs1)C(=O)c1ccc(CN2CCOCC2)o1 (stereo not given)
 : i, 6, 0.8, 0, -8, -5, -14, -3, 7
COC(=O)c1nnn(-c2nonc2N)c1-c1cccs1
 : i, -1, 0.3, -3, -6, 0, -9, -4, 9
Cc1ccc(N(Cc2cc3cc(C)ccc3[nH]c2=O)C(=O)c2cccs2)cc1
 : i, -4, -1.2, -1, 3, 1, -4, 16, 8
CCc1c(C)nc2ncnn2c1N1CCC(C(=O)NCc2cccs2)CC1
 : i, -3, 1.8, 1, -4, 0, -3, 0, 10
O=C(NC1CCC(O)CC1)c1cc(Cl)c2c(c1)OCCO2 (stereo not given)
 : i, -4, 2.5, 0, -4, -1, -3, 4, 6
COC(=O)/C(=C(O)\C=C\c1ccccc1[N+](=O)[O-])c1nc2ccccc2[nH]1
 : i, 0, 2.2, 0, 26, -1, -4, -19, -9
O=C(Nc1ccc(O)cc1)c1ccc(NC(=O)C2CCCO2)cc1 (stereo not given)
 : i, -1, -1.5, -5, -6, 8, 1, 2, -6
Clc1cccc(CNc2ccn3nc(-c4cccc(OCc5ccccc5)c4)cc3n2)c1
 : i, 8, 1.0, 2, 34, 10, -3, 1, 1
Cc1ccnc(-n2c(CCN3C(=O)c4ccccc4C3=O)nc3ccccc3c2=O)c1
 : i, -3, 1.0, 3, -2, 2, 0, -3, 3
CCCCNC(=S)N/N=C/c1ccc(OCC(=O)Nc2c(C)cc(C)cc2C)c(OC)c1
 : i, 5, 3.2, 3, -15, -3, 1, -7, 0
Cc1ncoc1C(=O)N1CCc2c([nH]c3ccccc23)C1C1CCCCC1 (stereo not given)
 : i, -9, -0.1, 1, 7, -2, -12, 1, -1
Cc1cc(OCC(=O)Nn2cnnc2)ccc1Br
 : i, 3, nt, 2, -5, nt, -13, 0, 2
CCOC(=O)C(/C=C(\C#N)C(=O)OCC)=C(/N)N1CCN(c2ccc(OC)cc2)CC1
 : i, 4, 5.9*, 4, -5, 4, -9, 0, 6
c1ccc(-c2cnnc(N3CCOCC3)n2)cc1
 : i, 8, 4.2, -3, -5, 0, -3, 0, 7
Cc1ccc(NC(=O)COc2ccccc2)cc1S(=O)(=O)N1CCCCC1
 : i, 3, 0.1, 1, 6, 6, -2, -6, 23
Cc1cc(C)cc(Oc2coc3cc(OC(=O)c4cccs4)ccc3c2=O)c1
 : i, 2, -1.0, -1, 28, 0, 0, -3, 8
CN(CC(=O)Nc1ccc(F)cc1)C(=O)c1ccc(OCc2cn3ccccc3n2)cc1
 : i, 1, 1.4, 3, -4, 2, -2, -6, 3
OC(COc1ccc(F)cc1Cl)CN1CCc2ccccc2C1 (stereo not given)
 : i, -2, -0.5, 0, 2, 4, 0, 0, -1
CC1CCCCC1NC(=O)NC(=O)COC(=O)c1nccnc1N (stereo not given)
 : i, 7, 1.1, 3, -6, 0, -3, -9, -25
CC(C)C[C@H]1CNC(=O)C(=O)N1C[C@@H]1CCCN1C[C@H](Cc1ccccc1)N1C[C@H](Cc2ccccc2)N(CC2CCCCC2)C(=O)C1=O
 : nt, 8, -0.6, nt, -1, 2, 7.9*, -7, nt
CCn1c(=O)c2cc(C(=O)N(C)CC(OC)OC)sc2c2ccccc21
 : i, -4, 1.2, -3, -10, 2, -7, 2, 9
Nc1nc(SCc2ccc(Br)cc2)c2ncn(C3OC(CO)C(O)C3O)c2n1 (stereo not given)
 : i, 1, -0.3, 0, -4, 7, -2, 3, 2
S=C(NCCC1=CCCCC1)NCc1ccco1
 : i, 10, 1.4, 2, -2, -7, -5, -6, 2

16 entries out of the list, sorted by SMILES length, falling:
Second line of a record – Rpn11 inh, CSN deneddyl inh, MsrA inhibitor, Rin1-Abl PPI inh, FAS TE block, MT1-MMP act inh, bovine MsrA act, eLon inh, MLLE-PAM2 inh
CC(C)C[C@H]1CNC(=O)C(=O)N1C[C@@H]1CCCN1C[C@H](Cc1ccccc1)N1C[C@H](Cc2ccccc2)N(CC2CCCCC2)C(=O)C1=O
 : nt, 8, -0.6, nt, -1, 2, 7.9*, -7, nt
CC(C)(C)NC(=O)C(c1ccc(F)cc1)N(Cc1cccs1)C(=O)c1ccc(CN2CCOCC2)o1 (stereo not given)
 : i, 6, 0.8, 0, -8, -5, -14, -3, 7
COC(=O)/C(=C(O)\C=C\c1ccccc1[N+](=O)[O-])c1nc2ccccc2[nH]1
 : i, 0, 2.2, 0, 26, -1, -4, -19, -9
CCCCNC(=S)N/N=C/c1ccc(OCC(=O)Nc2c(C)cc(C)cc2C)c(OC)c1
 : i, 5, 3.2, 3, -15, -3, 1, -7, 0
CN(CC(=O)Nc1ccc(F)cc1)C(=O)c1ccc(OCc2cn3ccccc3n2)cc1
 : i, 1, 1.4, 3, -4, 2, -2, -6, 3
Cc1ccnc(-n2c(CCN3C(=O)c4ccccc4C3=O)nc3ccccc3c2=O)c1
 : i, -3, 1.0, 3, -2, 2, 0, -3, 3
Clc1cccc(CNc2ccn3nc(-c4cccc(OCc5ccccc5)c4)cc3n2)c1
 : i, 8, 1.0, 2, 34, 10, -3, 1, 1
Nc1nc(SCc2ccc(Br)cc2)c2ncn(C3OC(CO)C(O)C3O)c2n1 (stereo not given)
 : i, 1, -0.3, 0, -4, 7, -2, 3, 2
O=C(NC1CCCC1)c1cc2nc(-c3ccco3)cc(C(F)(F)F)n2n1
 : i, 2, 2.0, -1, -3, 1, -2, -2, -23
Brc1ccc(-c2csc(Nc3nc(-c4ccc(Br)cc4)cs3)n2)cc1
 : i, 5, 0.5, 1, 22, 2, -5, -8, 27
CCn1c(=O)c2cc(C(=O)N(C)CC(OC)OC)sc2c2ccccc21
 : i, -4, 1.2, -3, -10, 2, -7, 2, 9
CCc1c(C)nc2ncnn2c1N1CCC(C(=O)NCc2cccs2)CC1
 : i, -3, 1.8, 1, -4, 0, -3, 0, 10
COc1ccccc1OCCC(=O)OCC(=O)NC(=O)NC(C)(C)C
 : i, 2, 0.0, 2, -3, 0, 0, 2, 5
O=C(NC1CCC(O)CC1)c1cc(Cl)c2c(c1)OCCO2 (stereo not given)
 : i, -4, 2.5, 0, -4, -1, -3, 4, 6
c1ccc(-c2cnnc(N3CCOCC3)n2)cc1
 : i, 8, 4.2, -3, -5, 0, -3, 0, 7
Cc1cc(OCC(=O)Nn2cnnc2)ccc1Br
 : i, 3, nt, 2, -5, nt, -13, 0, 2

Shown with bars between the fields: entries from further up.
SMILES | Rpn11 inh | CSN deneddyl inh | MsrA inhibitor | Rin1-Abl PPI inh | FAS TE block | MT1-MMP act inh | bovine MsrA act | eLon inh | MLLE-PAM2 inh
COc1ccc(CC(=O)NCCN2CCCC2)cc1 | i | -6 | 0.8 | 1 | -5 | 3 | 1 | 6 | -18
O=C(O)c1ccc(F)c(S(=O)(=O)Nc2ccccc2)c1 | i | 4 | -0.5 | 3 | -6 | -2 | 0 | -5 | 5

Additional compounds follow.
Second line of a record – Rpn11 inh, CSN deneddyl inh, MsrA inhibitor, Rin1-Abl PPI inh, FAS TE block, MT1-MMP act inh, bovine MsrA act, eLon inh, MLLE-PAM2 inh
COCCNC(=O)C(c1ccc(C)o1)N(C(=O)c1snc(C(N)=O)c1N)c1ccc(C)c(C)c1 (stereo not given)
 : i, -5, 2.0, -4, -5, 0, -3, 5, 8
CC(C)(C)c1cc(OC(=O)c2ccncc2)ccc1O
 : i, 1, -0.2, -2, 3, 4, -2, -8, 3
CCN1CCN(CCCNC(=O)c2cc3cc4ccc(OC)cc4nc3o2)CC1
 : i, -2, nt, -6, -4, 15, -3, 3, 14
CC(=O)Nc1sc(N/N=C\c2ccccc2)nc1-c1cccs1
 : i, 9, 0.8, 0, 11, -6, -1, -14, -22
Cc1ccc(S(=O)(=O)N2C[C@H]3[C@H]4C(=O)N(Cc5ccccc5)C(=O)[C@H]4CC(=O)[C@H]3[C@@H]2c2ccccc2F)cc1
 : i, -7, -0.3, 3, 47, -1, -2, -1, 26
CN(NC(=O)c1ccc(Cl)cc1)c1nc(-c2ccccc2)nnc1C(F)(F)F
 : i, -8, -1.1, 2, 5, 7, -4, -11, -10
Cc1nnc(NC(=O)C2CCCN(S(=O)(=O)Cc3ccccc3)C2)s1 (stereo not given)
 : i, 1, 1.3, 0, -10, -6, -4, -6, -2
O=C(COC(=O)CNC(=O)c1ccc(Cl)cc1Cl)NCC1CCCO1 (stereo not given)
 : i, 0, -0.2, -3, -6, 7, -4, 1, -1
COC(=O)CC(CP(=O)(O)CN(C)C=O)C(=O)OC (stereo not given)
 : i, -3, -0.3, -1, -6, 0, 0, -2, -11
O=C1C=C(NCCNc2c(F)c(F)c(CO)c(F)c2F)CCC1
 : i, 2, 0.0, 0, -1, -4, -1, 16*, -1
c1ccc(N2CCN(c3nc(NCc4ccco4)c4ccccc4n3)CC2)cc1
 : i, -1, 0.3, -1, 20, 2, -2, 12, 6
CSc1ccc(C(=O)C2CCCN(C(=O)c3cc(C)n(C)n3)C2)cc1 (stereo not given)
 : i, -2, 0.3, -3, -10, -2, -9, 1, -10
COc1ccc(SCCc2nnc(-c3ccccc3)o2)cc1
 : i, -2, 0.6, -2, 3, -3, -1, 1, 9
O=C(O)c1cccc(CSc2nnc(-c3ccc(Cl)cc3)o2)c1
 : i, -2, 1.0, 4, -5, 1, -2, -9, -9
Cc1ccc2nc(C3CCCN3Cc3nc(CCC(C)C)no3)[nH]c2c1 (stereo not given)
 : i, 1, -1.1, 2, 0, -2, 1, -10, -2
CCOC(=O)c1ccc(NC(=O)COc2ccccc2CNCCc2ccccc2)cc1
 : i, 7, -1.0, 19*, 5, -6, 2, 3, 6
Cc1nnc(Sc2cc(C(=O)NCc3ccco3)c3ccccc3n2)s1
 : i, 2, 0.4, 2, -4, 0, -2, -3, 12
CC(=O)c1ccc(Sc2nnnn2-c2ccccc2)c([N+](=O)[O-])c1
 : i, 0, 0.1, -2, 4, -7, -3, 14, -61
Cc1cc(Cl)ccc1NC(=O)Cn1cncn1
 : i, -6, 0.2, 2, -10, 0, -8, 5, 4
